EWS-Fli block: inhibitors of EWS/Fli oncoprotein transcriptional activity | A673 NR0B1-luciferase reporter, viability-normalised | inhibition, % at 12.6 µM | 350,000 compounds, 0.67% hits;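 active = mean inhibition of at least 50% after viability correction, with every replicate also passing that limit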;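 also: firefly luciferase signal divided by Alamar Blue viability fluorescence both relative to DMSO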
Xi reactivation: reactivates the inactive X chromosome in mouse fibroblasts; XiGFP mouse fibroblasts, % GFP-positive cells imaging, 3 d; cells co-treated with 5-aza-dC sensitizer; scaled so ellipticine positive control = 100%; activation, % at 7.58 µM; 360,000 compounds, 0.055% hits; AID 743238;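 active = mean normalized replicate activation at least 10% and every replicate at or above 10%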;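 also: 0% = median of on-plate neutral control wells and 100% = ellipticine 6 µM median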
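System: XiGFP fibroblasts, SV40-immortalized. Medium: DMEM plus 5-aza-dC sensitizer. Doses: single point. Timing: 3 d treatment, 15 min room-temperature fixation. Control set: ellipticine 6 µM.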
RAD54 inh: inhibitors of human RAD54 branch migration; AID 602329; 360,000 compounds, 0.14% hits; inhibition, % at 10.4 µM; RAD54 Holliday junction branch migration, FAM/BHQ fluorescence; Q92698;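 active = mean normalized replicate activity at least 40 and at least half of replicates scoring 40 or more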;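 also: 0% = median of neutral control wells and 100% = median of positive control wells; inhibitors cause a drop in the FAM fluorescence signal; in these data hits start at about 50%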
E-sel inducer: E-selectin induction on HUVECs; P16581; HUVEC E-selectin immunofluorescence imaging; normalized: neutral wells 0, TNF-alpha wells 100; AID 686992; activation, % at 7.58 µM; 260,000 compounds, 0.37% hits;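 active = mean E-selectin-positive cell signal at least 10% of the positive control, reached in at least 60% of replicates, without over 20% cell loss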;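 also: in these data hits start at about 27%; measured in HUVEC primary endothelial cells; signal is the percent of cells scored E-selectin positive by PE staining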
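Test system: HUVEC; input: 3,000 HUVEC/well; measured by: immunofluorescence imaging; read-out: % PE-positive cells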
RAD52 inh: inhibitors of human RAD52 DNA annealing; P43351; recombinant RAD52 DNA annealing, FRET fluorescence; inhibition, % at 18.7 µM; 360,000 compounds, 0.46% hits;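 active = every replicate showing at least 50% inhibition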
Target sequence (P43351 whole entry, looked up): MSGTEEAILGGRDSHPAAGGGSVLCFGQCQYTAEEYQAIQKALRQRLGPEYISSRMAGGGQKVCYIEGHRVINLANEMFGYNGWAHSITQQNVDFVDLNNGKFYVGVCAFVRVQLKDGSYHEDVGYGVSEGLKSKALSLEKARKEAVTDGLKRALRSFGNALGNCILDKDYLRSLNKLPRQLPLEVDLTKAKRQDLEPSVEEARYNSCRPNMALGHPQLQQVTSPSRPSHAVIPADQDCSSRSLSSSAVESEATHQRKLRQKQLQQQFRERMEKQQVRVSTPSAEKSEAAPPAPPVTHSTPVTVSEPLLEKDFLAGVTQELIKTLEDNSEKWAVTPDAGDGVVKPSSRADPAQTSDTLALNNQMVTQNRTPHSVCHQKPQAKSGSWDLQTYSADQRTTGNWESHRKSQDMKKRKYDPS
esBAF inh: SWI/SNF esBAF complex inhibition. mouse ES cells, Bmi1-luciferase knock-in reporter, 24 h; 100% = twice the neutral-well signal. reporter increase, % at 12.5 µM. 350,000 compounds, 2% hits. AID 602393; in the data active = activation above about 40%;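 also: 0% = median of the plate's neutral control wells and 100% = double that signal; a rise in the Bmi1 reporter signal indicates esBAF inhibition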
S100A4 inh HTS: blocks human S100A4 binding to myosin IIA peptide; P26447; AID 652163; 360,000 compounds, 0.14% hits; inhibition, % at 10.7 µM; S100A4/TAMRA-MyoIIA peptide fluorescence polarization;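 active = mean inhibition of at least 70% across replicates, with every replicate also reaching that level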
Target sequence (P26447 whole entry, looked up): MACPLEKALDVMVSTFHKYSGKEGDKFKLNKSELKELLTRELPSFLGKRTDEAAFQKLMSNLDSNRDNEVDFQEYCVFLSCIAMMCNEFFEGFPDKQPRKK
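Material: human S100A4 monomer with TAMRA-labelled myosin IIA peptide; buffer or medium: HEPES pH 7.2 with CaCl2, KCl, NaCl, DTT, Triton; compound dosing: one concentration per compound; schedule: 5 min incubation before reading; benchmarks: neutral control DMSO, positive control TFP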
FN deposit inh: fibronectin deposition inhibition; AH1F fibroblasts, Alexa488-fibronectin deposition fluorescence, overnight; inhibition, % at 12.6 µM; 350,000 compounds, 0.086% hits; AID 743247;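 active = mean inhibition across replicates of 30% or more, regardless of how many single replicates reach that level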;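 also: positive control wells lacked labelled fibronectin entirely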
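Material – AH1F fibroblast monolayer, labelled fibronectin deposition · Reagent – labelled fibronectin 24 nM · Timing – 1 h adhesion, overnight exposure · Measured by – fluorescence at 485 nm excitation, 525 nm emission · Read-out – inhibition of fibronectin deposition signal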
An asterisk follows results filed as active; x = not tested or not shown.

No.	Molecule	EWS-Fli block	Xi reactivation	RAD54 inh	E-sel inducer	RAD52 inh	esBAF inh	S100A4 inh HTS	FN deposit inh
1	O=C(C[C@H]1C[C@@H]2c3cc(NC(=O)Cc4ccncc4)ccc3O[C@@H]2[C@H](CO)O1)NCC1CC1	5.6	-0.1	-5.6	0.0	-9.3	-2.1	-1.4	19.6
2	Cc1cc(C)nc(SCCn2c(N3CC(C)OC(C)C3)nc3c2c(=O)n(C)c(=O)n3C)n1 (stereo not given)	4.8	0.3	x	-1.4	1.6	x	0.7	0.4
3	C[C@@H]1CCCCO[C@H](CN(C)CC2CC2)[C@H](C)CN([C@@H](C)CO)C(=O)c2cc(NS(=O)(=O)c3cccs3)ccc2O1	-3.9	0.3	x	0.1	24.2	x	-62.0	x
4	CCNC(=S)N/N=C/c1cccc(OCc2c(F)cccc2Cl)c1	8.3	0.0	5.3	-0.2	-12.6	x	-0.7	1.0
5	C=CC[n+]1c(C)csc1Nc1ccc(C)cc1	-19.5	0.0	x	x	0.1	x	-2.3	x
6	Cc1ccc(C)c(S(=O)(=O)N2CCC(c3nc4c(nnn4Cc4ccc5c(c4)OCCO5)c(=O)[nH]3)CC2)c1	4.5	0.0	-3.3	-0.7	-17.0	2.6	-3.7	-2.5
7	CCOC(=O)C1=C(C)NC(C)=C(C(=O)OCC)C1C(=O)OCC(=O)N1CCCCC1C (stereo not given)	-0.6	0.2	8.9	x	-7.8	-2.9	1.5	-4.1
8	CCc1c(-c2ccccc2)nc2nc(C)c(C)nn12	-2.5	0.2	3.3	0.7	-23.3	-3.3	-3.5	5.5
9	CCOc1ccc(S(=O)(=O)N2CCOCC2)cc1NC(=O)c1ccc(N2CCCC2=O)cc1	2.6	0.3	-6.1	0.7	6.9	0.7	3.4	-18.8
10	C[C@@H]1CN([C@H](C)CO)C(=O)Cc2cc(NC(=O)CCC(F)(F)F)ccc2O[C@@H]1CN(C)C(=O)Nc1ccc(C(F)(F)F)cc1	3.7	1.2	11.5	3.9	x	1.5	x	x
11	O=C(C1CCN(S(=O)(=O)c2ccc(F)cc2)CC1)N1CCCC(C(F)(F)F)C1 (stereo not given)	1.1	0.0	-1.4	x	4.2	4.6	-4.2	x
12	FC(F)(F)c1cccc(Cn2c3[n+](c4ccc(C(F)(F)F)cc42)CCCCC3)c1	7.7	0.1	x	x	-32.2	x	-7.7	x
13	Cc1[nH]c2ccccc2c1CCN(Cc1cccs1)C(=S)Nc1ccccc1	13.0	0.0	-12.5	0.1	-115.3	-1.3	-2.3	2.8
14	C[C@@H]1CN([C@H](C)CO)C(=O)c2cccc(NC(=O)c3ccc(-c4nccs4)cc3)c2O[C@H]1CN(C)Cc1ccc(Oc2ccccc2)cc1	9.8	-1.0	-11.5	74.6*	-11.0	8.2	0.2	x
15	CCCNC(=O)N[C@@H]1C=C[C@H](CC(=O)NC2CCCCC2)O[C@@H]1CO	8.0	1.8	3.3	0.1	-9.9	-1.0	2.2	-5.7
16	CN(C)C(=O)C[C@@H]1C[C@H]2c3cc(NC(=O)Nc4ccccc4)ccc3O[C@H]2[C@H](CO)O1	-0.6	0.0	-0.5	-0.5	x	-0.5	x	-1.4
17	Cc1cc(OCC(=O)Nc2ccc(Br)cc2)cc2c1C(=O)CC(C)(C)O2	14.3	0.0	-0.4	-0.2	-16.6	x	2.8	-2.5
18	Cc1cccc(NC(=O)NC2CCCc3ccccc32)c1 (stereo not given)	-18.8	0.3	1.3	0.3	-15.4	5.0	1.5	x
19	O=C(c1cccc(S(=O)(=O)N2CCN(c3ccccc3)CC2)c1)N1CCN(c2ccccc2O)CC1	8.7	0.1	0.6	-0.4	-5.1	8.2	-5.4	-1.0
20	COCC(=O)OC/C(O)=C(\C#N)c1nc2ccccc2[nH]1	6.2	x	-5.2	1.4	-13.1	5.7	3.7	8.7
21	COc1ccccc1N1CCN(C(=O)CSc2nc(C)c(C)c(=O)[nH]2)CC1	1.2	0.6	x	0.2	-7.5	x	5.7	-3.9
22	O=C(O)c1cccc(S(=O)(=O)N(Cc2ccccc2)c2ccccc2Cl)c1	9.4	0.1	-4.1	x	-8.2	-2.4	-2.0	-2.1
23	Cc1noc(C)c1NC(=O)Nc1cccc2c1O[C@@H](CN(C)Cc1ccc(Cl)c(Cl)c1)[C@@H](C)CN([C@@H](C)CO)C2=O	-2.9	-0.8	-11.3	1.6	2.1	-3.2	9.1	4.9
24	COC(=O)c1ccc(C)cc1C1CN=NC12Cc1cc(C)ccc1C2=O (stereo not given)	-7.3	0.0	x	-0.1	-2.4	x	1.4	-0.7
25	CCN(Cc1ccccc1)C(=O)c1c(-c2ccccc2Cl)noc1C	1.1	0.0	2.5	x	-12.1	-0.3	1.7	0.3
26	Cc1ccc(NC(=O)c2cc([N+](=O)[O-])ccc2Cl)c(O)c1	18.4	0.0	3.6	x	-21.9	0.9	5.0	1.3
27	C[C@@H]1CN([C@H](C)CO)C(=O)c2cc(NC(=O)c3ccncc3)ccc2O[C@@H](C)CCCCO[C@@H]1CN(C)C(=O)C1CCCCC1	-7.9	-1.3	-2.8	1.7	12.1	-8.8	-7.1	x
28	CN1c2ccc(C#Cc3cccnc3)cc2[C@@H]2[C@@H](CCN2S(=O)(=O)c2ccc(F)cc2)[C@H]1CO	26.5	0.0	-3.6	0.5	-1.6	1.5	-0.1	5.0
29	O=C(c1ccccc1F)N1CC[C@@H]2[C@H]1c1cc(C#Cc3ccc(F)cc3)ccc1N[C@@H]2CO	-10.0	0.3	8.4	-0.1	x	-5.8	x	2.9
30	Cc1sc2ncnc(SCc3ccc(C(=O)O)cc3)c2c1C	-3.6	0.1	-1.9	2.6	-11.3	x	10.7	-3.3

Along the list, quoted from above.
RAD52 inh for entries 2–11, in order: 1.6, 24.2, -12.6, 0.1, -17.0, -7.8, -23.3, 6.9, x, 4.2
EWS-Fli block for entries 2–11, in order: 4.8, -3.9, 8.3, -19.5, 4.5, -0.6, -2.5, 2.6, 3.7, 1.1

(cont.)
No.	Molecule	EWS-Fli block	Xi reactivation	RAD54 inh	E-sel inducer	RAD52 inh	esBAF inh	S100A4 inh HTS	FN deposit inh
31	CC[C@]12c3[nH]c4ccc(Cl)cc4c3CCN1C(=O)[C@@H](CC(=O)NCCC1=CCCCC1)C[C@@H]2C(=O)N1CCN(C(=O)c2ccco2)CC1	0.6	-0.1	-10.8	1.2	-4.7	4.4	1.7	-3.2
32	Cc1ccc(C)c(NC(=S)Nc2cccc3cnccc23)c1	6.7	0.0	x	2.6	-9.6	x	3.1	2.2
33	CC1CN=C(N(C(=O)Nc2ccccc2)c2ccc(F)cc2)S1 (stereo not given)	-10.2	0.0	3.3	x	9.2	4.1	-2.7	3.9
34	COc1ccc(-c2cc3nc(-c4ccccc4)cc(N4CCN(C(=O)c5ccoc5)CC4)n3n2)cc1	6.3	0.0	-1.8	-0.1	3.1	7.7	0.4	-15.1
35	COc1ccc2oc(C(=O)N3CCN(C/C=C/c4ccccc4)CC3)c(C)c2c1	-4.6	0.1	-0.5	-0.1	-21.5	-5.4	-5.3	x
36	CN(CC(=O)N1CCCCC1)S(=O)(=O)c1ccc(Cl)cc1	1.4	0.1	x	0.9	-3.2	x	-1.1	-2.5
37	C[C@H](O)CNC(=O)c1[nH]cnc1C(=O)Nc1ccc(CNC(=O)OC(C)(C)C)cc1	6.6	0.0	-7.3	-0.2	-2.5	1.3	0.0	9.3
38	Cn1cc(Cl)c(C(=O)NNC(=S)NCc2ccco2)n1	1.5	0.0	x	x	-30.3	x	9.6	0.8
39	COCC(=O)N1CC(=O)N2[C@H](CO)[C@@H](c3ccc(-c4ccncc4)cc3)[C@H]2C1	12.0	0.0	x	0.1	-7.8	x	13.5	-5.9
40	Cn1cc(-c2ccno2)c(C(=O)O)n1	1.5	0.1	2.5	x	-9.0	-9.4	1.6	-4.3
41	CCC(Sc1ccc2nnc(-c3ccc(F)cc3)n2n1)C(=O)OC (stereo not given)	-14.9	x	5.3	x	-17.1	-4.9	-2.1	x
42	COc1ccc(CN2CC3(CCN(C(=O)C4CCOCC4)CC3)c3c(n(C)c4cc(OC)ccc34)[C@H]2CO)cc1	17.9	0.2	x	1.0	-212.7	x	8.8	x
43	Cc1noc(C)c1NC(=O)Nc1cccc2c1O[C@H](CN(C)S(=O)(=O)c1cccs1)[C@@H](C)CN([C@@H](C)CO)C2=O	1.5	-1.2	-2.8	0.0	0.4	-7.4	3.4	-4.0
44	Cc1noc(C)c1S(=O)(=O)Nc1ccc2c(c1)C(=O)N([C@@H](C)CO)C[C@@H](C)[C@H](CN(C)Cc1ccc(C(=O)O)cc1)OCCCC[C@@H](C)O2	-15.9	0.2	3.6	0.4	6.1	1.8	-28.9	-6.9
45	CCNC(=O)c1cc2c(c(-c3cccc(-c4cccc(C(=O)N(C)C)c4)c3)n1)[C@@H](CCO)N([S@](=O)C(C)(C)C)C2	2.9	0.1	6.2	0.6	-48.9	-2.4	-18.2	-3.3
46	O=C(Nc1ccc(F)cc1)Nc1cccnc1Cl	-37.5	0.0	-6.0	0.3	-3.7	37.7	-0.2	-8.9
47	O=C(Cc1ccccc1)c1c[nH]c(C(=O)NCCCN2CCOCC2)c1	7.1	0.1	2.6	-3.0	-15.5	-14.6	-3.2	-8.5
48	COC(=O)[C@H](Cc1ccccc1)NC(=O)Cn1cnc2c(OCc3ccccc3)ncnc21	36.6	0.0	3.7	0.8	-9.0	-2.6	2.4	6.2
49	C[C@@H]1CCCCO[C@@H](CN(C)S(=O)(=O)c2cn(C)cn2)[C@H](C)CN([C@@H](C)CO)C(=O)c2cc(NC(=O)NC3CCCCC3)ccc2O1	-2.3	-0.1	-5.7	-0.2	12.4	-0.9	7.8	x
50	CN(CC(=O)Nc1c(Cl)cccc1Cl)C(=O)c1ccccc1Cc1ccccc1	-5.8	0.1	-4.6	-0.1	-4.7	17.3	-1.8	-14.5

Structures above that contain a tert-butyl group:
No.	Molecule	EWS-Fli block	Xi reactivation	RAD54 inh	E-sel inducer	RAD52 inh	esBAF inh	S100A4 inh HTS	FN deposit inh
37	C[C@H](O)CNC(=O)c1[nH]cnc1C(=O)Nc1ccc(CNC(=O)OC(C)(C)C)cc1	6.6	0.0	-7.3	-0.2	-2.5	1.3	0.0	9.3
45	CCNC(=O)c1cc2c(c(-c3cccc(-c4cccc(C(=O)N(C)C)c4)c3)n1)[C@@H](CCO)N([S@](=O)C(C)(C)C)C2	2.9	0.1	6.2	0.6	-48.9	-2.4	-18.2	-3.3
